# MBNL1 CUG block = qHTS Assay for Inhibitors of MBNL1-poly(CUG) RNA binding; TR-FRET MBNL1-His/biotin-(CUG)12 binding, 665/545 ratio; Potency, µM (highest dose often 57.5 µM), for inactives: at the highest dose activity change, negative = inhibition, usual class: inhibitors; 0.036% of 280,000 active; AID 2675, 2010; active = well fitted inhibition curve with a large enough effect in the signal ratio, with a control signal flat, not every such curve was filed as active; inconclusive = small, poorly fitted or top-dose-only effect, or effect the other way, or a change in a side signal; inactive = no such curve, though single readings can be large or run the other way; the % refers to the signal ratio; also: potency is read from the fitted curve at half-maximal effect; % is scaled to controls: 0 for no effect and ±100 for the full control effect
#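 TR-FRET between His-tagged MBNL1 and biotin-(CUG)12 RNA, detected with Tb anti-His antibody (0.055 ng/ul) and streptavidin-XL665 (5 nM), 60 min at room temperature. Compounds titrated 92 nM to 58 uM; 665/545 nm ratio normalized to buffer and complex controls.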
# GALK inh = qHTS Assay for Inhibitors of Human Galactokinase (GALK) | Potency, µM (series often up to 57.5 µM), without a hit: top-dose activity change, negative = inhibition, actives largely listed as inhibitors | Purified GALK, Kinase-Glo residual ATP luminescence | 0.007% of 270,000 active | P51570; also: potency is read from the fitted curve at half-maximal effect; % is scaled to controls: 0 for no effect and ±100 for the full control effect
#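 ATP-depletion format; final 35 uM ATP, 100 uM D-galactose, 5 nM enzyme; pH 8.0 HEPES/Mg2+ buffer; 60 min RT; luminescence read 10 min after detection reagent.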
# PKM2 act = qHTS Assay for Activators of Human Muscle isoform 2 Pyruvate Kinase | AID 1631, 2009 | Potency, µM (doses to about 57.5 µM), for inactives: top-dose activation, usual class: activators | 0.34% of 260,000 active | Pyruvate kinase PKM (Homo sapiens), P14618 | purified PKM2, Kinase-Glo ATP luminescence, activation; response scale: 0% is enzyme alone, no compound; also: potency is read from the fitted curve at half-maximal effect; % is scaled to controls: 0 for no effect and ±100 for the full control effect; nearly all actives have a fitted effect of over 55% in size
#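 Kinase-Glo luminescence reports ATP generated from ADP (0.1 mM) and PEP (0.5 mM) by purified hPK-M2 after 1 h at room temperature, pH 7.2 imidazole buffer; intermediate enzyme activity allows detecting inhibitors and activators.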
# Mito fusion yeast = qHTS Assay for Small Molecule Inhibitors of Mitochondrial Division or Activators of Mitochondrial Fusion; S. cerevisiae fusion-defective mutant growth rescue, CellTiterGlo 48 h; Potency, µM (highest dose often 46.1 µM), inactives show top-dose growth rescue (activation), most hits filed as activators; 0.23% of 320,000 active;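 also: potency is read from the fitted curve at half-maximal effect; % of control where 0% means no effect; nearly all actives have a fitted effect of over 45% in size; temperature-sensitive fusion mutants such as fzo1-1 at 37 °C on non-fermentable ethanol glycerol medium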
#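 Temperature-sensitive fusion-defective S. cerevisiae (e.g. fzo1-1, mgm1-5) were grown with compound in YPEG medium (3% ethanol, 3% glycerol) for 48 hours at 37C. Growth rescue was measured as viability by CellTiterGlo luminescence after 10 minutes at ambient.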
# KCNH2 WT inh = qHTS for Inhibitors of KCHN2 3.1: Wildtype qHTS | Voltage-gated inwardly rectifying potassium channel KCNH2 (Homo sapiens), Q12809 | U2OS, BacMam KCNH2, thallium flux FluxOr; active compounds read low | activity change, % at 1.84 µM | 0.37% of 340,000 active | AID 720551, 2013;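 active = maximum activity change below -70%; inconclusive = maximum activity change between -70% and -50%; inactive = maximum activity change above -50%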; also: % is scaled to controls: 0 for no effect and ±100 for the full control effect
#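 U2OS cells were transduced with wild-type KCNH2 virus (2.03 x 10^8 / mL) for 4 h at room temperature, then cultured overnight at 37 C. Thallium flux was read with FluxOr dye. Rate constants were normalized to DMSO controls.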
# ASM inhibitor = Inhibitors of Secretory Acid Sphingomyelinase (S-ASM): qHTS | Sphingomyelin phosphodiesterase (Homo sapiens), P17405 | placental ASM, HMU-PC fluorogenic substrate, 60 min | Potency, µM (titrated, usually from 57.5 µM), without a hit: top-dose activity change, negative = inhibition, actives largely listed as inhibitors | 0.006% of 340,000 active | AID 504937, 2011; also: potency is read from the fitted curve at half-maximal effect
#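 Human placenta-derived ASM preincubated with compound 10 min at room temperature, then reacted with 9 uM (final) fluorogenic HMU-PC substrate for 60 min at 37 C. Stop solution raises pH to 10; fluorescence read at Ex 386/Em 447 nm.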
# TSHR antag = Antagonists of the Thyroid Stimulating Hormone Receptor: HTS campaign; Thyrotropin receptor (Homo sapiens), P16473; TSHR-expressing cells, TSH-stimulated cAMP HTRF, 2 h; active compounds read low; activity change, negative = inhibition, % at 11.5 µM; 0.2% of 330,000 active; AID 504810, 2011;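 active = activity change below a set negative limit, meaning inhibition stronger than a set level, cut at about -70% in these data; inconclusive = activity change between two set negative limits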; also: % is scaled to controls: 0 for no effect and ±100 for the full control effect
# Target sequence (P16473 whole entry, looked up): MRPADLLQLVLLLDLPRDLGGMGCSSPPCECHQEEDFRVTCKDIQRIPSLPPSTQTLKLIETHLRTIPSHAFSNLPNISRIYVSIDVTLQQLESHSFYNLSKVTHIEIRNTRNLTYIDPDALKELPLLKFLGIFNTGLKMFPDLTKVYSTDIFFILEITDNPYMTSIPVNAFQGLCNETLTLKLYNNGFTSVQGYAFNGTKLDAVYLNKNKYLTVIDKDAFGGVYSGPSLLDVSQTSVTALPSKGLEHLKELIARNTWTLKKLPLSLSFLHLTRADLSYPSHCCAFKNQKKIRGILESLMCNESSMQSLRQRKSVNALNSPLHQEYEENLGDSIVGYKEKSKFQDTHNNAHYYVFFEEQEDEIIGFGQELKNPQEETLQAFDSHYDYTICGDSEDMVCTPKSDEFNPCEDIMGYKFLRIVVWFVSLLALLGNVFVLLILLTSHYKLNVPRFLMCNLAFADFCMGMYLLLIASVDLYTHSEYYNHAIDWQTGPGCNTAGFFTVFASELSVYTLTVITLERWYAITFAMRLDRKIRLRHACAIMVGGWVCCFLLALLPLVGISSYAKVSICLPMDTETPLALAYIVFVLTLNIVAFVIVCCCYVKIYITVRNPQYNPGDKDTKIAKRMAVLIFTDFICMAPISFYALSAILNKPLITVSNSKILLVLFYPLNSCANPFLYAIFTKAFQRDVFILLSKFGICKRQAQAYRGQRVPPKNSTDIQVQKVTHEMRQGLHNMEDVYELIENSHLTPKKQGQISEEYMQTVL
#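 Freshly harvested TSHR cells receive pin-tooled compound, then EC80 TSH at 4nM final. After 2 hours at 37 deg C, antibody in lysis buffer and cAMP-d2 are added; 30 minutes at ambient temperature precede the HTRF read.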
# USP2a block = qHTS Assay for Inhibitors of Ubiquitin-specific Protease USP2a Using CHOP2 as the Reporter. Ubiquitin carboxyl-terminal hydrolase 2 (Homo sapiens), O75604. USP2 core, Ub-CHOP2 coupled fluorogenic reporter, 485/531. Potency, µM (top dose mostly 38.3 µM), inactives show at the top dose activity change, negative = inhibition, actives largely listed as inhibitors. 0.01% of 330,000 active;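 also: potency is read from the fitted curve at half-maximal effect; plate controls were DMSO wells for no effect and full inhibition by NEM control for full effect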
#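 USP2 core (10nM final) preincubated 30min RT with compound in 20mM Tris-HCl pH 8.0, 2mM CaCl2, 2mM beta-mercaptoethanol, 0.05% CHAPS; 25nM Ub-CHOP2 plus 25nM reporter substrate added, fluorescence (Ex485/Em531) read after 60min.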
# Menin-MLL TR inh = qHTS Assay for Inhibitors Targeting the Menin-MLL Interaction in MLL Related Leukemias: Competition With Texas Red Labeled MLL-derived Mutant Peptide. Menin + Texas Red MLL mutant peptide, fluorescence polarization. Potency, µM (doses to about 61.6 µM), for the others: at the top dose FP activity change, negative = inhibition, hits mostly inhibitors. 0.23% of 270,000 active. AID 1768, 2009; active = well fitted inhibition curve with a large enough effect in the polarisation, with a control signal flat, not every such curve was filed as active; inconclusive = small, poorly fitted or top-dose-only effect, or effect the other way, or a change in a side signal; inactive = no such curve, though single readings can be large or run the other way; the % refers to the polarisation; also: potency is read from the fitted curve at half-maximal effect; % of control where 0% means no effect; many of its hits are not listed in these tables
# Eya2 inh = qHTS Assay for Inhibitors of the Phosphatase Activity of Eya2; Potency, µM (titrated, usually from 76.9 µM), for the others: top-dose activity, negative = inhibition, usual class: inhibitors; recombinant Eya2, OMFP fluorescence dephosphorylation (OMFP is methylfluorescein phosphate); Protein phosphatase EYA2 (Homo sapiens), O00167; 0.006% of 330,000 active; AID 488837, 2010; also: potency is read from the fitted curve at half-maximal effect; % is scaled to controls: 0 for no effect and ±100 for the full control effect
#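 Eya2 (0.2 uM) preincubated 10 min at ambient with compound, then OMFP substrate added at 50 uM; 10 min reaction in 50 mM HEPES pH 7.5, 50 mM NaCl, 5 uM MgCl2, 0.05% BSA, 1 mM DTT. Fluorescence read at Ex 485/Em 525 nm.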
# Chronic BCR inh = qHTS Assay to Find Inhibitors of Chronic Active B-Cell Receptor Signaling. 0.05% of 340,000 active. ABC-DLBCL IkBa-CBG/CBR reporter, luminescence ratio, 4 h. Potency, µM (titrated, usually from 46.1 µM), inactives show top-dose ratio change, negative = lower green/red ratio, usual class: inhibitors; active = well fitted inhibition curve with a large enough effect in the signal ratio, with a control signal flat, not every such curve was filed as active; inconclusive = small, poorly fitted or top-dose-only effect, or effect the other way, or a change in a side signal; the % refers to the signal ratio;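 also: potency is read from the fitted curve at half-maximal effect; plate controls were basal doxycycline-induced cells for no effect and cells given 10 µM MG132 for full effect; MG132 reads +100%, hits lower the ratio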
#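 Concentration-response series (up to 46 uM) were applied to TMD8 dual-reporter cells for 4 h at 37C with doxycycline. Green/red ratio, after filter-overlap correction, defined %Activity; red signal alone was normalised to basal cells and zero luminescence.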
# The depositor's hits bear a star; ? = inconclusive; . = no result given; [ ] = another dose, or the depositor's remark. Unless noted, calls follow the shape of the dose curve; as a rule, active = well fitted curve in the direction sought with a large enough effect; inconclusive = small, poorly fitted or top-dose-only effect, or another doubt; inactive = no such curve, though single readings can be large; an effect the other way counts as inactive or inconclusive.
SMILES	MBNL1 CUG block	GALK inh	PKM2 act	Mito fusion yeast	KCNH2 WT inh	ASM inhibitor	TSHR antag	USP2a block	Menin-MLL TR inh	Eya2 inh	Chronic BCR inh
COc1cc(/C=C(\C#N)c2nc3ccc(C)cc3[nH]2)cc([N+](=O)[O-])c1O	?	-2%	?	-4%	0	?	-4	0%	?	4%	?
Cc1[nH]n(-c2ccccc2)c(=O)c1/C=N/O	-4%	4%	-10%	-6%	0	0%	26	0%	-8%	-3%	18%
Cc1occc1C(=O)NCc1cccs1	17%	-4%	-4%	-1%	15	1%	27	-1%	2%	-2%	-18%
COc1ccccc1NC(=O)c1ccc2c(c1)N(CC#N)C(=O)C(C)(C)O2	4%	0%	-3%	26%	-9	-1%	12	0%	?	-9%	-8%
Cc1ccc(N(CC(=O)N2CC(=O)Nc3ccccc32)S(=O)(=O)c2ccc3c(c2)OCCO3)cc1	1%	-2%	7%	0%	-2	-1%	90	3%	-16%	8%	4%
CC(C)(C)c1ccc(OCC(=O)N2CCCCCC2)c(Br)c1	-8%	1%	16%	26%	-5	5%	-5	-6%	?	-18%	?
CCOC(=O)/C(C#N)=C\C=C1C=CN(C)C=C1	?	.	-2%	-1%	1	-21%	-19	?	16%	28%	5%
Cn1nc(C(C)(C)C)c([N+](=O)[O-])c1C(=O)NCCO	-9%	0%	0%	-2%	-4	1%	6	1%	5%	3%	2%
CN(C)c1ccc(-c2nnc(-c3cccs3)o2)cc1	25%	1%	-2%	15%	12	453%[activator]	-5	2%	?	-1%	?
Cc1cccc(CCNC(=O)CCS(=O)(=O)c2cc3c(cc2Cl)NC(=O)CO3)c1	10%	1%	.	0%	6	-3%	9	2%	.	1%	-2%
Cc1nn(-c2ccccc2)c(C)c1/C=N/O	1%	2%	2%	1%	4	-5%	-1	9%	-30%	-8%	-6%
CCCNC(=O)c1cc(-c2ccc(Br)cc2)on1	-9%	-1%	0%	2%	-3	6%	-13	1%	10%	16%	-1%

# Individual results from the results shown.
# Mito fusion yeast result of Cc1nn(-c2ccccc2)c(C)c1/C=N/O → 1%
# Mito fusion yeast result of COc1cc(/C=C(\C#N)c2nc3ccc(C)cc3[nH]2)cc([N+](=O)[O-])c1O → -4%

# (list continues)
SMILES	MBNL1 CUG block	GALK inh	PKM2 act	Mito fusion yeast	KCNH2 WT inh	ASM inhibitor	TSHR antag	USP2a block	Menin-MLL TR inh	Eya2 inh	Chronic BCR inh
O=C(N/C(=C\c1cccc([N+](=O)[O-])c1)C(=O)N1CCCCC1)c1cccs1	8%	-4%	2%	-3%	5	-6%	0	2%	16%	3%	-14%
CCOc1ccc(-c2nnn(CC(=O)Nc3ccccc3OC)n2)cc1OCC	2%	-3%	3%	-3%	-4	-2%	4	0%	?	4%	0%
CCC(O)(CC)C(=O)N/N=C/c1cc(Br)cc(Br)c1O	16%	6%	1%	12%	-6	95%[activator]	3	0%	.	-6%	?
CN(CC(=O)Nc1ccc(N2CCOCC2)cc1)CC(=O)Nc1ccc([N+](=O)[O-])cc1Br	.	0%	0%	-4%	17	-2%	-9	-6%	19%	-14%	-21%
COc1ccc(NC(=O)CSc2ccccn2)cc1	5%	0%	6%	2%	-17	3%	16	1%	8%	-4%	-10%
COc1ccc2c(c1)CCc1c(C(=O)N3CCc4ccccc4C3)noc1-2	-5%	0%	2%	-8%	6	-6%	-7	3%	7%	-9%	5%
Cc1nnc(SCC(=O)n2c3c(c4ccccc42)CCCC3)s1	5%	2%	4%	-2%	3	-10%	-11	1%	-7%	12%	?
c1ccc(-c2ccc(C3=Nn4c(Cn5nnc6ccccc65)nnc4SC3)cc2)cc1	19%	.	1%	3%	17	-15%	-3	-1%	-13%	4%	?
CCN(C(=O)CN1C(=O)S/C(=C\c2ccc(F)cc2)C1=O)C1CCS(=O)(=O)C1 (stereo not drawn)	?	-1%	-1%	20%	3	-1%	20	0%	12%	1%	-10%
O=C(NC1CCN(S(=O)(=O)c2ccc(F)cc2)CC1)c1ccccc1	-4%	6%	-1%[11.5 µM]	1%	-8	-2%	0	-1%	-21%	1%	1%
Cc1ccc(NC(=O)C2(N(CC(C)C)C(=O)Cn3nnnc3N)CCCCC2)cc1	-5%	-1%	-13%	5%	-5	1%	-12	0%	4%	2%	8%
Cc1ccc2c(c1)N(C)/C(=C/c1cccc[n+]1CCO)S2	?	11%	.	18%	1	-11%	-12	4%	0%	15%	2%
COc1cc(CN2CCN(C(c3ccccc3)c3ccccc3)CC2)cc(OC)c1OC	-10%	.	7%	-4%	14	0%	-17	-11%	-18%	-4%	?
CCc1ccc(-n2c(SCC(=O)Nc3cccc(S(=O)(=O)NC4=NCCCCC4)c3)nc3ccccc3c2=O)cc1	17%	2%	-4%	-4%	-1	-1%	2	1%	1%	0%	-12%
CCN(Cc1cc(=O)n2ccsc2n1)c1cccc2ccccc12	.	1%	19%	?	.	-5%	-12	1%	12%	0%	3%
COc1ccc(CCNC(=O)COC(=O)c2cc(Cl)nc(Cl)c2)cc1	.	.	.	.	-43	-5%	-5	0%	.	0%	1%
COCCN(C(=O)CCCc1nc2ccccc2s1)c1c(N)n(CC(C)C)c(=O)[nH]c1=O	.	.	.	-3%	-1	140%[activator]	2	1%	.	10%	?
CC(C)(C)OC(=O)N1CC=C2C(C#N)=C(N)C(C#N)(C#N)C(c3cccs3)C2C1 (stereo not drawn)	21%	0%	5%	-2%	8	13%	-1	4%	-6%	-3%	?
CCN1CCN(c2cc(C)c3cc(NC(=S)N4CCN(c5ccccc5)CC4)ccc3n2)CC1	-7%	0%	0%	-6%	8	82%[activator]	10	-6%	-3%	10%	16%
COC(=O)c1c(C(=O)OC)c(-c2ccc(OC)cc2)n2c1CS(=O)(=O)C2	-9%	0%	.	-6%	-2	-1%	2	0%	4%	0%	1%
COc1ccc(/C=N/c2oc(C)c(C)c2C#N)c(OC)c1	-1%	-1%	8%	-5%	11	0%	-2	4%	10%	3%	?
CCOC(=O)C1=C(C)N(CC(C)C)C(=O)C1	-2%	1%	-3%	-2%	-3	8%	1	0%	-10%	-4%	?
Nc1cccc(S(=O)(=O)c2cccc(N)c2)c1	-8%	5%	25%	0%	0	-1%	-4	6%	1%	1%	-1%
O=C(O)c1cccc(Oc2ncnc3sc4c(c23)CCCC4)c1	-1%	-1%	-1%	9%	-5	6%	-12	14%	3%	-18%	2%
CCOc1cccc(OCCCOc2ccccc2)c1	2%	0%	0%	0%	2	-1%	-3	-1%	-1%	-20%	?

# Screens (PubChem)

# Only part of the results is shown, so the mix of outcomes need not match the whole.
